p53ts 32C kill: qHTS Screen for Compounds that Selectively Target Cancer Cells with p53 Mutations: Cytotoxicity of p53ts Cells at the Permissive Temperature. H1299-p53A138V at 32C, ATP luminescence viability, 24 h. Potency, µM (titrated, usually from 46.1 µM), inactives show at the highest dose activity change, negative = cytotoxicity, usual class: cytotoxic. 130,000 tested, 0.93% active. AID 924, 2007;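 further: 0% = DMSO and -100% = full killing by reference compound; nearly all actives have a fitted effect of over 55% in size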
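H1299-p53 A138V cells (temperature-sensitive p53) exposed 24 h to up to 46 uM compound at 32C, where p53 is wild-type in conformation. Viability read as ATP luminescence and normalised to DMSO and 100 uM tamoxifen. AC50 fitted with the Hill equation.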
IkB signaling: IkB Signaling. 110,000 tested, 0.04% active. AID 445, 2006. ABC-DLBCL IkBa-CBG/CBR dual luciferase ratio, 4 h; response scale: scaled: untreated 0%, proteasome inhibitor 100%. Potency, µM (titrated, usually from 57.1 µM), for inactives: at the top dose IkBa stabilization activation; active means well fitted curve in the direction sought with a large enough effect in the signal ratio, not every such curve was filed as active; inconclusive means small, poorly fitted or top-dose-only effect, or a change in a side signal; the % refers to the signal ratio;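 further: the direction sought is a rising ratio; 0% = basal untreated cells and 100% = reference inhibitor full response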
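In this assay, an IκBα–CBG68 fusion accumulates when IKK-driven degradation is blocked; native CBR normalizes for cell number. OCI-Ly3 cells were treated 4 h with compound and doxycycline, then green and red light read after Chroma-Glo addition.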
p53ts 39C tox: qHTS Screen for Compounds that Selectively Target Cancer Cells with p53 Mutations: Cytotoxicity of p53ts Cells at the Nonpermissive Temperature; Potency, µM (series often up to 46.1 µM), without a hit: at the top dose activity change, negative = cell killing, actives largely listed as cytotoxic; H1299-p53A138V viability at 39C, ATP luminescence, 24 h; AID 902, 2007; 130,000 tested, 1.5% active; further: nearly all actives have a fitted effect of over 55% in size
Peg3 imprint: qHTS Assay for Compounds that Induce Erasure of Genomic Imprints. mouse ES Peg3-LacZ reporter, beta-gal luminescence, 40 h. Potency, µM (titrated, usually from 60.7 µM), for the others: at the highest dose activity change, positive = activation, most hits filed as activators. 110,000 tested, 0.02% active. AID 1948, 2009;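 further: 0% = negative control wells on the plate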
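Gelatin-coated wells received 300 freshly trypsinized female ES cells with a Peg3LacZ-Neo reporter on the maternal allele, then incubated 40 hours at 37C. BetaGlo was added for 5 minutes at room temperature before a single luminescence read.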
The depositor's hits bear a star; ? = inconclusive; · = no result given; [ ] = remark or other dose. Unless noted, the call rests on the fitted dose curve; in most records, active means well fitted curve in the direction sought with a large enough effect; inconclusive means small, poorly fitted or top-dose-only effect, or another doubt; inactive means no such curve, though single readings can be large; an effect the other way counts as inactive or inconclusive. Unless noted, on the % scale 0 is the no-effect control and ±100 the full control effect; potency means the concentration at half of the fitted maximal effect.

SMILES	p53ts 32C kill	IkB signaling	p53ts 39C tox	Peg3 imprint
COc1cccc(-c2cncnc2NCc2ccc(OC)cc2OC)c1	-9%	-0.3%[11.4 µM]	-22%	-16%
COc1ccc(N2C(=O)CCC(C(=O)c3ccccc3)=C2C)cc1	0%	1.8%	16%	-14%
CN(C)CCNC(=O)c1ccc(-c2nn(C)c(=O)c3ccccc23)cc1	1%	-0.1%	-3%	4%[10.9 µM]
Cc1ccc(C(=O)Nc2c3c(nn2C(C)(C)C)CS(=O)(=O)C3)cc1C	10%	-2.2%	1%	-6%
CCn1cc(C(=O)NCc2ccc(C)cc2)c(=O)c2cc(S(=O)(=O)N3CCCCCC3)ccc21	3%	?	-1%	18%[10.9 µM]
Cc1ccc(-n2ncc(C(=O)NCCN3CCCC3)c2C2CCN(C(=O)OC(C)(C)C)CC2)cc1	-10%	-0.7%	-17%	-10%[10.9 µM]
CCOC(=O)c1c(C)c(C(=O)NCc2ccc(Cl)cc2)c(C)n1C	4%	-1.0%	-24%	-11%[10.9 µM]
COc1ccc(S(=O)(=O)N(CC(=O)NC2CC2)C2CCCCC2)cc1Cl	-4%	4.2%	12%	-13%
CCCc1cc(=O)[nH]c(SCC(=O)N2CCN(c3ccccc3OC)CC2)n1	8%	?	21%	4%[10.9 µM]
COc1ccc(C(=O)/C(C)=N/O)cc1OC	2%	-0.7%	-4%	-1%
COc1cccc(Cn2c(=O)cnc3cnc(N4CCN(C)CC4)nc32)c1	5%	-2.7%[11.4 µM]	-5%	-26%
CCOC(=O)Cc1ccc(NC(=O)Nc2cccc(OCc3cc(=O)n4cc(C)ccc4n3)c2)cc1	3%	?	-19%	-7%[10.9 µM]
COc1ccc(NC(=O)c2nc(-c3ccc(C)cc3)n3c2CCCCC3)c(OC)c1	-2%	?	2%	-10%[10.9 µM]
O=C(NCc1ccco1)c1ccc2c(c1)N(Cc1cccc(Cl)c1)C(=O)c1ccccc1S2(=O)=O	12%	-1.8%	7%	-19%[10.9 µM]
Oc1c(Cl)ccc(Cl)c1Cl	-2%[1.84 µM]	-0.8%	2%	-8%
CCOC(=O)c1sc(NC(=O)CNC(=O)Cn2cnc3sc(C)c(C)c3c2=O)nc1C	15%	1.7%	8%	-5%
CC(C)c1ccc(NC(=O)c2cc(S(=O)(=O)N3CCc4ccccc4C3)ccc2F)cc1	0%	0.2%	32µM*	3%[10.9 µM]
CC(=O)c1ccc(N2C(=O)[C@@H]3C(CCC(N)=O)NC4(C(=O)Nc5c4ccc(Cl)c5C)[C@@H]3C2=O)cc1 (some centres not stated)	1%	1.3%	-6%	-3%
Cc1cccc(C(=O)NNS(=O)(=O)c2ccccc2[N+](=O)[O-])c1	-13%	·	3%	·
COc1ccc(NC(=O)CCS(=O)(=O)c2cccc3nonc23)c(OC)c1	3%	-0.1%	-8%	-13%

Next section; it opens with the 5 that closed the last part.
SMILES	p53ts 32C kill	IkB signaling	p53ts 39C tox	Peg3 imprint
CCOC(=O)c1sc(NC(=O)CNC(=O)Cn2cnc3sc(C)c(C)c3c2=O)nc1C	15%	1.7%	8%	-5%
CC(C)c1ccc(NC(=O)c2cc(S(=O)(=O)N3CCc4ccccc4C3)ccc2F)cc1	0%	0.2%	32µM*	3%[10.9 µM]
CC(=O)c1ccc(N2C(=O)[C@@H]3C(CCC(N)=O)NC4(C(=O)Nc5c4ccc(Cl)c5C)[C@@H]3C2=O)cc1 (some centres not stated)	1%	1.3%	-6%	-3%
Cc1cccc(C(=O)NNS(=O)(=O)c2ccccc2[N+](=O)[O-])c1	-13%	·	3%	·
COc1ccc(NC(=O)CCS(=O)(=O)c2cccc3nonc23)c(OC)c1	3%	-0.1%	-8%	-13%
O=C(Cn1nnc(-c2cccs2)n1)N1CCc2ccccc2C1	-1%	0.1%	3%	-13%
CCC(CC)C(=O)Nc1cccc(-c2nc3ccccc3o2)c1	-19%	-0.7%	-20%	-4%
CC(=O)N1CCC(N(C(=O)Nc2c(F)cccc2F)C(C)C)CC1	4%	?	-19%	28%[10.9 µM]
CCOC(=O)c1noc2nc(C)n(Cc3cccc(C#N)c3)c(=O)c12	-3%	-0.5%	4%	6%[10.9 µM]
COc1ccc(CCN2C(=O)c3[nH]nc(-c4ccccc4O)c3C2c2ccc(O)c(OC)c2)cc1 (configuration not stated)	23%	?	-13%	-6%[10.9 µM]
O=C(NCCc1ccccc1)c1ccc(Nc2nc3ccccc3n3nnnc23)cc1	-27%	?	?	1%[10.9 µM]
CCOc1ccc(NC(=O)CN(C)CC(=O)NC2CCCc3ccccc32)cc1OCC (configuration not stated)	4%	1.3%	-7%	-12%
COc1ccc(C(=O)Nc2ccccc2NC(=O)c2ccco2)cc1OC	3%	-1.3%	0%	-3%
Cc1cc(O)c(C(c2ccccc2)N2CCCCC2)c(=O)n1Cc1ccco1 (configuration not stated)	2%	0.8%	3%	-6%[10.9 µM]
CC(C)=CC1C(C(=O)O)C1(C)C (configuration not stated)	-6%	·	8%	?
CN(C)C(=O)c1ccc(-c2cncnc2Nc2ccccc2)cc1	5%	1.2%[11.4 µM]	-1%	0%
O=C(Nc1cc2c(cc1C(=O)c1ccccc1)OCCO2)c1ccc(Br)cc1	-6%	6.1%	20µM*	-17%[10.9 µM]
CCCC(=O)Nc1ccc(Oc2ccc(NC(=O)CCC)cc2)cc1	-3%	·	-10%	·
O=C(O)CCN1/C(=C/C=Nc2ccccc2)Oc2ccccc21	-3%	0.5%	1%	-4%
COCCCNS(=O)(=O)c1ccc(N2CCCCS2(=O)=O)cc1	-11%	-0.7%	15%	-10%[10.9 µM]
O=C(Nc1ccc(F)cc1)c1nsc(Cl)c1Cl	-27%	·	-4%	·
COC(=O)c1ccc(NC(=O)CSc2nnnn2C2CCCCC2)cc1	-7%	·	3%	·
C=CCNc1nc(NCCN2CCOCC2)nc(N2CCOCC2)n1	0%	0.4%	1%	4%
CCc1ccc2[nH]c(=O)c(CN(Cc3ccc4c(c3)OCO4)Cc3nnnn3C3CCCC3)cc2c1	12%	5.3%	9%	-16%
O=C(OCC1CCCO1)c1ccc2c(c1)N(Cc1ccccc1)C(=O)c1ccccc1S2(=O)=O (configuration not stated)	2%	-2.9%	-9%	-7%[10.9 µM]

Filtered by structure, the compounds so far containing two or more sulfur atoms.
SMILES	p53ts 32C kill	IkB signaling	p53ts 39C tox	Peg3 imprint
CCOC(=O)c1sc(NC(=O)CNC(=O)Cn2cnc3sc(C)c(C)c3c2=O)nc1C	15%	1.7%	8%	-5%
COCCCNS(=O)(=O)c1ccc(N2CCCCS2(=O)=O)cc1	-11%	-0.7%	15%	-10%[10.9 µM]

3 of the entries above in order of the Peg3 imprint value, lowest first:
mol | Peg3 imprint
CCC(CC)C(=O)Nc1cccc(-c2nc3ccccc3o2)c1 | -4%
COc1ccc(C(=O)Nc2ccccc2NC(=O)c2ccco2)cc1OC | -3%
CN(C)C(=O)c1ccc(-c2cncnc2Nc2ccccc2)cc1 | 0%

The results go on.
SMILES	p53ts 32C kill	IkB signaling	p53ts 39C tox	Peg3 imprint
c1csc(-c2nn3c(C4COc5ccccc5O4)nnc3s2)c1 (configuration not stated)	-8%	?	-1%	-16%
CCOC(=O)N=S(N)(=O)c1ccccc1 (configuration not stated)	3%	1.0%	0%	15%
CCCCNC(=O)c1ccc2c(=O)n(Cc3ccc(OC)cc3)c(=O)[nH]c2c1	-6%	0.3%	21%	-9%[10.9 µM]
CCOC(=O)c1nc(Nc2ccccc2C)c2ccccc2n1	6%	-2.6%	5%	-8%[10.9 µM]
Cn1c(NN)nc2sc3c(c2c1=O)CC(C)(C)OC3	-5%	·	12%	·
COc1ccc(C(=O)Nc2nc3nc(C)c(Cl)c(=O)n3[nH]2)cc1	-5%	?	16%	-12%[10.9 µM]
O=C(CN(Cc1ccccc1)S(=O)(=O)c1ccc2c(c1)OCCO2)Nc1ccc2c(c1)OCCO2	6%	·	9%	·
Cc1ccc(/C=C/c2onc(C)c2S(=O)(=O)N2CCC(C(=O)NCc3ccc(N(C)C)cc3)CC2)cc1	-2%	0.9%	-5%	-9%[10.9 µM]
CCCC(=O)Nc1ccc2c(c1)nc(CN1CCCCC1)n2C	-3%	-1.0%	13%	13%
COc1ccc(Br)cc1C(=O)Nc1nnn(C)n1	-3%	0.4%	1%	1%
CC1Cc2ccccc2N1C(=O)C1CCN(S(=O)(=O)Cc2ccccc2)CC1 (configuration not stated)	-8%	4.7%	6%	-12%
CCc1nc(SCC(=O)NCCc2ccccc2)n[nH]1	2%	-0.3%	-7%	7%
CCOC(=O)CSc1nc2sc(C(=O)O)c(C)c2c(=O)[nH]1	2%	?	2%	-3%
COc1cccc(-c2cc(C(=O)NCCN3CCOCC3)no2)c1	13%	1.4%	-4%	-34%[inhibitor]
CCc1nc(N2CCCCC2C)c2oc3ccccc3c2n1 (configuration not stated)	29%	13%	5%	-23%
CCCC(=O)NC(Nc1ccc(S(=O)(=O)Nc2ncccn2)cc1)(C(=O)OCC)C(F)(F)F (configuration not stated)	-5%	-1.6%	-2%	-10%
CC1CCN(S(=O)(=O)c2ccc(NC(=O)CN3CCN(c4ccccc4)CC3)cc2)CC1	-4%	0.9%	-7%	-25%
CCc1ccccc1N(CC(=O)N1CCN(c2ccccc2)CC1)S(C)(=O)=O	0%	2.2%	7%	-19%
CC(=O)c1cccc(NC(=O)C2CCCN(c3nnc(-n4cccc4)s3)C2)c1 (configuration not stated)	-7%	?	-13%	-9%[10.9 µM]
O=CNCC(=O)NCCc1ccc(Cl)cc1	2%	1.4%	-1%	-1%
c1ccc(Cn2nnc3c(NCC4CCCO4)ncnc32)cc1 (configuration not stated)	-11%	-0.9%	9%	10%
CCn1ncc2c1C(=O)NC1c3ccccc3C(=O)N21 (configuration not stated)	1%	-1.1%	0%	-17%
O=C(CCc1ccccc1)N(Cc1cccnc1)c1nc2c(F)cc(F)cc2s1	-1%	-0.2%	-19%	-12%[10.9 µM]
CCc1ccccc1NC(=O)CN(c1ccccc1OC)S(=O)(=O)c1ccc(C)cc1	1%	?	10%	10%[10.9 µM]
O=C(O)CC(CP(=O)(c1ccccc1)c1ccccc1)C(=O)O (configuration not stated)	-3%	0.8%	-11%	12%
c1ccc2c(-n3ccnc3)nc(-c3ccoc3)nc2c1	-5%	1.4%[11.4 µM]	6%	-6%
CCOc1ccccc1-n1c(CN2CCN(C(=O)c3ccco3)CC2)nc2ccccc2c1=O	-2%	?	2%	-1%
CC1=NN(/C(=N\c2nnc(C)s2)Nc2ccc(C)cc2)[C@H](c2ccc(C)cc2)S1	13%	·	-8%	·
COC(=O)C1(S(=O)(=O)c2cc(Br)cc3c2N(C(C)=O)CC3)CC1	-14%	-1.8%	-6%	3%
Cn1c(-c2ccccc2)cnc1SCC(=O)N1CCCCC1	?	·	-28%	·
CC(C)c1cc(C(=O)NC(C)c2ccccc2)no1 (configuration not stated)	13%	2.9%	3%	10%[10.9 µM]
COc1ccc(Br)cc1CNC(=O)CCSCc1ccc(Cl)cc1	19%	?	1%	-5%[10.9 µM]
COc1cccc(NC(=O)c2ccc3nc(Cc4ccccc4)oc3c2)c1	8%	?	-22%	-23%[10.9 µM]
CC(=O)Nc1cc(-c2ccc(Cl)cc2)nn1-c1ccccc1	-6%	·	-7%	·
Nn1c(SCc2cccc(C(F)(F)F)c2)nnc1-c1ccco1	9%	-1.4%	18%	-5%
COc1ccc(CCn2nnnc2C(C(C)C)N2CCC(C(N)=O)CC2)cc1OC (configuration not stated)	14%	-1.2%	-6%	-8%
O=C(CSc1nccn1Cc1ccccc1)Nc1nccs1	-28%	1.0%	-22%	-18%
